# DNMT1 block = blocks human DNA methyltransferase DNMT1. P26358. DNMT1 molecular beacon, Hinp1I cleavage, fluorescence. inhibition (reported as % activation of signal), % at 10 µM. 360,000 compounds, 0.83% hits; in the data active means inhibition above about 50%
# TbMetRS inhib = blocks T. brucei methionyl-tRNA synthetase activity; inhibition, % at 11.9 µM; purified T. brucei MetRS, ATP depletion, Kinase-Glo luminescence; 360,000 compounds, 0.4% hits; AID 624268;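 active means inhibition above a per-plate cutoff of the control wells' mean inhibition plus 3 SD, cut at about 5.5% in these data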;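 further: 0% = DMSO wells median and 100% = median of wells with control inhibitor compound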
#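 Material: parasite MetRS enzyme / Replication: singlicate, one well per compound / Signal: luminescence of leftover ATP / Schedule: 2 h aminoacylation at 25 °C after 15 min preincubation / Medium: HEPES-MgCl2-KCl buffer plus DTT, spermine, BSA, pyrophosphatase / Doses: 11.9 µM single point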
# PABP1 MLLE inh = blocks PAM2 peptide binding to the PABP1 MLLE domain | P11940 | GST-MLLE / FITC-PAM2 fluorescence polarization | inhibition, % at 20 µM | 360,000 compounds, 0.36% hits; in the data active means inhibition above about 35%, passing the limit was not always enough;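 further: plate controls were DMSO wells with GST-MLLE for no effect and wells lacking GST-MLLE protein for full effect; some results filed as inactive read as strong as hits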
# Target sequence (P11940 whole entry, looked up, the tested form may be a part): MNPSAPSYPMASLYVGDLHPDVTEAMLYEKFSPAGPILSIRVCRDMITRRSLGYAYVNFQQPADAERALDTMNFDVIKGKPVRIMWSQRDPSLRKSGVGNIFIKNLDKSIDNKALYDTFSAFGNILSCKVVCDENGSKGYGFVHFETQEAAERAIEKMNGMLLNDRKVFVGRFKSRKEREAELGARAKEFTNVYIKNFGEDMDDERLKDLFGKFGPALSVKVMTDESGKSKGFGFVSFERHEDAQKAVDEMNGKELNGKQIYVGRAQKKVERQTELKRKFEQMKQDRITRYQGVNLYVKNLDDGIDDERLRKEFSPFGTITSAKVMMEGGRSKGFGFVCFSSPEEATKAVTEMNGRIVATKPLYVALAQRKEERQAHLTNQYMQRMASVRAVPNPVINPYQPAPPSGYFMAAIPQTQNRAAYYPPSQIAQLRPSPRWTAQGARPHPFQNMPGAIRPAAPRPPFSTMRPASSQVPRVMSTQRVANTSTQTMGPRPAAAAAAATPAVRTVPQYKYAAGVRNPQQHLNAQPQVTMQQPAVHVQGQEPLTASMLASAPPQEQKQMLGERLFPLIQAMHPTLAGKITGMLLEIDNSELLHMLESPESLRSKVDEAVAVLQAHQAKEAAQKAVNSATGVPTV
# CSN deneddyl inh = inhibitors of human CSN-mediated cullin deneddylation. AID 651999. Q92905. inhibition, % at 12.5 µM. Purified CSN, SCF-Nedd8-OG deneddylation, fluorescence polarization. 360,000 compounds, 0.38% hits;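 active means pattern-corrected inhibition above about 35%, with an unprinted fluorescence ratio check between 0.5 and 1.5, limit read from the data, passing the limit was not always enough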;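 further: 0% = enzyme with substrate and 100% = substrate without enzyme; some results filed as inactive read as strong as hits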
# Target sequence (Q92905 whole entry, looked up, one chain of several): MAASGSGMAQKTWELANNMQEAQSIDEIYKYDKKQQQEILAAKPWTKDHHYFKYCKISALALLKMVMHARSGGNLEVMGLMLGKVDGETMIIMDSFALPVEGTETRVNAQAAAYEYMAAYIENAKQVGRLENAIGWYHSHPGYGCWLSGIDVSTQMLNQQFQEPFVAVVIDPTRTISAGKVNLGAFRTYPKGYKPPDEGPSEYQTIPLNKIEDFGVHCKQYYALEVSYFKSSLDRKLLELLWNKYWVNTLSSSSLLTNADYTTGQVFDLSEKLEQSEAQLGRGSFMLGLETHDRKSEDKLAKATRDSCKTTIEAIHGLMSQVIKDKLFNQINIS
#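 Test system: purified human Csn5 enzyme expressed in HEK293T cells. Amount: 0.24 nM enzyme. Reagent: SCFSkp2-Nedd8OG substrate at 10 nM final. Schedule: 90 min incubation of compound, enzyme and substrate at room temperature. Detection: fluorescence polarization. Read-out: % inhibition of substrate cleavage by Csn5.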
# LMPTP inh = LMPTP (human) inhibition. recombinant LMPTP-A, OMFP fluorogenic substrate, fluorescence intensity. inhibition, % at 20 µM. 360,000 compounds, 0.22% hits. P24666. AID 651560;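 active means compounds that cut the enzyme signal by at least half of the control window in the single-dose screen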;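 further: plate controls were DMSO wells with enzyme plus substrate for no effect and substrate without enzyme for full effect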
#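 Test system – LMPTP-A phosphatase enzyme · Quantity – 0.625 nM LMPTP-A final · Reagent – OMFP substrate, 400 µM final · Dosing – one test concentration per compound, 20 µM, with 3% DMSO overall · Timing – 50 min enzyme reaction at room temperature, protected from light · Detection – fluorescence intensity · Controls – substrate-only low control, DMSO enzyme-plus-substrate high control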
# Rpn11 inh = inhibitors of human proteasome Rpn11 | O00487 | human 26S proteasome, Ub4-pepOG fluorescence polarization; 20S core pre-blocked with epoxomicin | calls only at 20 µM | 360,000 compounds, 0.59% hits;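 active means inhibition at 20 µM, scaled to each plate's controls, above about 33%, limit read from the data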
# STEP block = blocks human striatal-enriched tyrosine phosphatase; inhibition, % at 20 µM; P54829; 360,000 compounds, 0.25% hits; recombinant STEP, OMFP fluorogenic substrate, fluorescence; AID 588621;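 active means inhibition at 20 µM, scaled per plate between control wells, above about 37%, limit read from the data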;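 further: 0% = DMSO with enzyme and substrate and 100% = substrate only without enzyme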
#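 System: STEP phosphatase, cell-free reaction; Buffer or medium: Bis-Tris pH 6.0 buffer with DTT, detergent; Incubation: 20 min at room temperature, dark; Measured by: fluorescence, 480/540 nm.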
# SUMO1 PPI mod = modulators of human SUMO1-mediated protein-protein interactions; 360,000 compounds, 0.33% hits; AID 602429; inhibition, % at 20 µM; SUMO1 binding to a labelled peptide, TR-FRET, 1 h; in the data active means inhibition above about 37%
# NadD block = NadD (S. aureus) enzyme inhibition; inhibition, % at 20 µM; purified NadD enzyme, colorimetric absorbance read-out; 360,000 compounds, 0.78% hits; in the data active means inhibition above about 26%; further: some compounds past the cut are filed as inactive
# Scp-1 inhibitor = blocks human Scp-1 phosphatase activity. Q9GZU7. Recombinant Scp1, phosphopeptide, malachite green phosphate absorbance. inhibition, % at 20 µM. 340,000 compounds, 0.88% hits;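 active means inhibition above about 50% at 20 µM, limit read from the data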;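 further: plate controls were DMSO wells with enzyme for no effect and wells lacking enzyme for full effect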
#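 Assay system: SCP-1 catalytic fragment, aa 76-261 | Buffer or medium: Tris acetate buffer pH 5.5 with MgCl2 and Tween-20 | Compound: One concentration, 20 µM, with 1.0% DMSO | Also added: Phospho 17-mer peptide substrate | Signal: Absorbance at 630 nm | Incubation: 45 min enzyme reaction at room temperature | Measure: % inhibition of SCP-1 phosphate liberation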
# The depositor's hits bear a star; i = inactive; · = not tested or not shown.
SMILES,DNMT1 block,TbMetRS inhib,PABP1 MLLE inh,CSN deneddyl inh,LMPTP inh,Rpn11 inh,STEP block,SUMO1 PPI mod,NadD block,Scp-1 inhibitor
CN(C)CCCN(Cc1ccc2c(c1)OCO2)C(=O)NC1CCCCC1,3,-0.3,22,0,-2.4,i,-2,-1,-4,-7
NC(=O)NOCc1c(F)cccc1Cl,-1,-0.5,-5,-4,-0.8,i,-6,0,-3,-6
Cc1ccc2nc(/C(C#N)=C/c3ccc(-c4ccccc4C(=O)O)o3)[nH]c2c1,21,6.0*,-126,76*,5.2,·,4,0,8,54*
Cc1c(C(=O)Nc2ccc(S(=O)(=O)Nc3ncccn3)cc2)oc2ccc(Cl)cc12,4,0.0,6,6,1.9,i,2,0,25,-4
O=C(CSc1nnc(-c2cccnc2)o1)Nc1ccccn1,0,-0.6,3,-5,-2.1,i,-3,-4,-3,1
CC(=O)c1cccc(NC(=O)N2CC(C)OC(C)C2)c1 (stereo not drawn),2,0.1,-4,6,1.2,i,-1,5,1,-8
O=C(O)C1C2CCC(CC2)C1C(=O)O (stereo not drawn),4,-0.2,11,-6,-2.4,i,-2,0,1,-10
O=C(Nc1nnc(SCc2cccc3ccccc23)s1)C1COc2ccccc2O1 (stereo not drawn),-2,-0.6,2,-15,0.2,i,-1,5,6,-8
Nc1ccc2nn(-c3cc([N+](=O)[O-])ccc3O)nc2c1,4,1.0,6,3,-0.4,i,4,8,12,-2
CNCC[C@H](Oc1cccc2ccccc12)c1cccs1,1,-2.6,-6,0,0.7,i,1,-9,0,-6
Cc1oc(/C=N/NS(=O)(=O)c2ccccc2)cc1Br,-2,-0.3,-26,-13,-1.3,i,-1,-8,-2,-5
COc1ccc(-c2oc3c(c2-c2cnc(OC)nc2)C(O)CC3)cc1 (stereo not drawn),·,-2.1,·,2,-1.6,·,·,-3,-3,·
CN(C)c1cccc(NC(=O)c2ccco2)c1,-2,-0.4,7,-1,-0.2,i,-2,2,-7,-3
Cc1nnc(NC(=O)c2cccc(NC(=O)C(C)C)c2)s1,-2,-0.2,7,-6,-0.5,i,0,-3,5,-2
CCCCn1c(N)c(N(CCC(C)C)C(=O)CCN2C(=O)C3CC=CCC3C2=O)c(=O)[nH]c1=O (stereo not drawn),-1,-0.3,0,2,-1.8,i,14,7,-2,-5
CCOC(=O)C1CCN(c2c(NCCCN(C)C3CCCCC3)c(=O)c2=O)CC1,2,-0.6,-16,3,-0.9,i,-2,3,-3,-16
Cc1cccc(CSc2nc3ccccc3c(=O)n2C)c1,1,-0.4,1,-1,2.8,i,2,1,-4,-8
O=C(c1cccc(S(=O)(=O)N2CCc3ccccc32)c1)N1CCN(CCO)CC1,-2,0.0,2,-6,-5.5,i,-2,-3,1,-2
COc1ccccc1NC(=O)c1c(N=Cc2cccc([N+](=O)[O-])c2)cnn1C,10,0.5,-4,-1,2.8,i,2,2,-5,0
CCOc1ccc(C(O)c2nccn2C)cc1 (stereo not drawn),1,-1.0,0,-3,-1.8,i,-5,2,-4,5

# In the list so far, 6 contain four or more nitrogen atoms.
SMILES,DNMT1 block,TbMetRS inhib,PABP1 MLLE inh,CSN deneddyl inh,LMPTP inh,Rpn11 inh,STEP block,SUMO1 PPI mod,NadD block,Scp-1 inhibitor
Cc1c(C(=O)Nc2ccc(S(=O)(=O)Nc3ncccn3)cc2)oc2ccc(Cl)cc12,4,0.0,6,6,1.9,i,2,0,25,-4
O=C(CSc1nnc(-c2cccnc2)o1)Nc1ccccn1,0,-0.6,3,-5,-2.1,i,-3,-4,-3,1
Nc1ccc2nn(-c3cc([N+](=O)[O-])ccc3O)nc2c1,4,1.0,6,3,-0.4,i,4,8,12,-2
Cc1nnc(NC(=O)c2cccc(NC(=O)C(C)C)c2)s1,-2,-0.2,7,-6,-0.5,i,0,-3,5,-2
CCCCn1c(N)c(N(CCC(C)C)C(=O)CCN2C(=O)C3CC=CCC3C2=O)c(=O)[nH]c1=O (stereo not drawn),-1,-0.3,0,2,-1.8,i,14,7,-2,-5
COc1ccccc1NC(=O)c1c(N=Cc2cccc([N+](=O)[O-])c2)cnn1C,10,0.5,-4,-1,2.8,i,2,2,-5,0

# Following part
SMILES,DNMT1 block,TbMetRS inhib,PABP1 MLLE inh,CSN deneddyl inh,LMPTP inh,Rpn11 inh,STEP block,SUMO1 PPI mod,NadD block,Scp-1 inhibitor
COc1cc(O)c(C(C)=O)c(CC(=O)O)c1,50*,-1.6,2,35*,0.9,i,1,4,-1,64*
Cn1nc(C(=O)NNC(=O)c2ccccc2F)c2ccccc2c1=O,0,0.0,7,-6,-1.5,i,1,-11,8,-2
Cc1noc(NS(=O)(=O)c2ccc(NC(=O)Nc3ccc(Cl)c(Cl)c3)cc2)c1C,-5,3.4,-9,3,2.3,i,-2,22,2,-14
O=C(NCc1ccc(F)cc1)C(=O)NCC1OCCN1C(=O)c1ccc(Cl)cc1 (stereo not drawn),-4,0.3,2,1,-1.0,i,-1,1,0,-15
COc1ccc(C(=O)N/C(=C/c2cccs2)C(=O)NC(C)(C)C)cc1OC,-2,3.1,-9,-2,-1.2,i,4,-2,-1,0
CCCCCC1(C(=O)OCC)CC(CSC(=N)N)OC1=O (stereo not drawn),4,-0.2,18,1,-0.1,i,-2,-3,-8,-7
COc1cccc(-c2noc(N)c2C#N)c1,-1,-0.4,-7,-1,-0.1,i,2,4,-1,-2
Cc1ccc(NC(=S)N2CCN(C3CCCCC3)CC2)cc1,2,-1.0,-75,-7,-3.4,i,-2,0,-7,-4
O=C(COC(=O)CNC(=O)C12CC3CC(CC(C3)C1)C2)NC1CCS(=O)(=O)C1 (stereo not drawn),1,-1.8,-11,5,-1.0,i,1,0,0,4
O=C(O)c1ccc(COc2ccccc2/C=C2\NC(=O)N(Cc3ccccc3F)C2=O)cc1,-1,-0.4,6,-4,2.6,i,2,-12,21,30
CCCn1c(=O)c2sccc2n2c(CCCC(=O)NCc3cccnc3)nnc12,1,0.2,2,1,-0.7,i,-3,4,-5,-6
COc1ccc(CC(=O)NC(C)c2nnc(SCC(=O)c3ccc(Br)cc3)n2C)cc1 (stereo not drawn),1,-0.1,3,0,-0.1,i,7,1,1,1
C[C@@H]1CN([C@@H](C)CO)C(=O)CCCn2nncc2CO[C@@H]1CN(C)S(=O)(=O)c1cccc(C#N)c1,3,-0.8,-1,5,-1.6,i,-2,7,2,·
CCOc1ccc(NC(=O)NCc2ccccn2)cc1,-2,-0.2,2,-2,-0.1,i,2,-3,-4,-2
CC(C)c1nc2sc3c(SCCN(C)C)ncnc3c2c2c1CCC2,-6,0.0,-13,2,-1.7,i,11,3,-9,-22
Cc1csc(NC(=O)c2cnccn2)n1,2,-0.7,-7,4,-0.7,i,-2,-4,1,-4
NC(=O)C1CCN(CCC(=O)Nc2ccc3c(c2)CCC3)CC1,1,-1.2,-6,4,-0.7,i,0,0,6,0
CSc1ccccc1C(=O)NCCOc1ccccc1C,0,1.5,1,2,0.4,i,4,5,-4,-12
N#Cc1c(SCC(=O)O)nc(-c2ccccc2)c2c1CCCC2,0,-0.1,8,3,-4.3,i,0,6,2,-15
COc1ccccc1NC(=O)COC(=O)c1c[nH]c2ccccc12,-10,0.1,-17,5,1.0,i,-2,-2,-4,7

# Single records, as listed above:
# `NC(=O)C1CCN(CCC(=O)Nc2ccc3c(c2)CCC3)CC1` reads DNMT1 block: 1; TbMetRS inhib: -1.2; PABP1 MLLE inh: -6; CSN deneddyl inh: 4; LMPTP inh: -0.7; Rpn11 inh: i; STEP block: 0; SUMO1 PPI mod: 0; NadD block: 6; Scp-1 inhibitor: 0
# `N#Cc1c(SCC(=O)O)nc(-c2ccccc2)c2c1CCCC2` reads DNMT1 block: 0; TbMetRS inhib: -0.1; PABP1 MLLE inh: 8; CSN deneddyl inh: 3; LMPTP inh: -4.3; Rpn11 inh: i; STEP block: 0; SUMO1 PPI mod: 6; NadD block: 2; Scp-1 inhibitor: -15
# `COc1ccccc1NC(=O)COC(=O)c1c[nH]c2ccccc12` reads DNMT1 block: -10; TbMetRS inhib: 0.1; PABP1 MLLE inh: -17; CSN deneddyl inh: 5; LMPTP inh: 1.0; Rpn11 inh: i; STEP block: -2; SUMO1 PPI mod: -2; NadD block: -4; Scp-1 inhibitor: 7

# Following part
SMILES,DNMT1 block,TbMetRS inhib,PABP1 MLLE inh,CSN deneddyl inh,LMPTP inh,Rpn11 inh,STEP block,SUMO1 PPI mod,NadD block,Scp-1 inhibitor
CC(Oc1cccc(Cl)c1)C(=O)Nc1ccc(S(=O)(=O)N(C)C2CCN(C)CC2)cc1 (stereo not drawn),-3,-0.6,-3,3,-2.1,i,-1,-2,-11,0
O=C(OCc1ccc([N+](=O)[O-])cc1)C1CC(=O)N(CCc2ccccc2)C1 (stereo not drawn),2,-0.2,3,2,-0.2,i,2,-29,-8,1
CCCC(=O)NC(c1ccccc1Cl)c1c(O)ccc2ccccc12 (stereo not drawn),3,-0.5,-11,0,0.9,i,-1,4,-6,-3
O=C1NC(=O)C(=Cc2ccc(Cl)cc2Cl)S1,5,0.0,1,13,-5.0,i,0,-12,-3,-13
CCN(CC)CCOC(=O)c1ccc(NC(=O)CNC(=O)C2CCCCC2)cc1,1,0.0,-3,0,-0.4,i,-4,2,0,-5
CN(C)C(=O)c1ccc(Nc2nc(-c3cccs3)nc3ccccc23)cc1,7,-0.2,-34,-4,9.8,i,0,-22,13,-1
CSCC[C@H](NC(=O)Nc1ccc(Oc2ccccc2)cc1)C(=O)O,2,-0.5,2,-1,-0.1,i,5,5,-2,-7
